High-throughput results (PubChem)
TbMetRS inhib = Trypanosoma brucei MetRS inhibition; purified T. brucei MetRS, ATP depletion, Kinase-Glo luminescence; inhibition, % at 11.9 µM; 0.4% of 360,000 active;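 active = inhibition above a per-plate cutoff of the control wells' mean inhibition plus 3 SD, cut at about 5.5% in these data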;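 note: 0% = DMSO wells median and 100% = median of wells with control inhibitor compound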
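Assay system: T. brucei methionyl-tRNA synthetase, purified | Medium: HEPES buffer with MgCl2, KCl, DTT, spermine, BSA, pyrophosphatase | Compound: 11.9 µM single point | Incubation: 15 min enzyme-compound preincubation, 2 h reaction, 10 min detection, 25 °C | Measured by: Kinase-Glo luciferase luminescence reporting remaining unconsumed ATP | Measure: % inhibition normalized to control-well medians | Replication: Singlicate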
SUMO1 PPI mod = SUMO1-SIM interaction modulation; P63165; SUMO1 binding to a labelled peptide, TR-FRET, 1 h; inhibition, % at 20 µM; 0.33% of 360,000 active; in the data active = inhibition above about 37%
NRP1-CendR mod = alters CendR peptide binding to human NRP-1 | AID 602438 | FAM-RPARPAR peptide binding to NRP-1, fluorescence polarization | O14786 | 0.85% of 360,000 active | inhibition, % at 25 µM;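 active = inhibition or corrected inhibition above about 18%, plus a signal ratio from 0.5 to 1.5, limit read from the data, passing the limit was not always enough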; note: strong numbers were not always called active
bovine MsrA act = activators of bovine methionine sulfoxide reductase A; purified bovine MsrA, absorbance read-out; activation, % at 10.6 µM; 0.3% of 360,000 active; in the data active = activation above about 7.5%;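 note: 0% = vehicle and 100% = reference activator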
eLon inh = inhibits E. coli Lon protease. P0A9M0. purified E. coli Lon protease, fluorescence polarization. inhibition, % at 7.94 µM. 0.42% of 360,000 active; in the data active = inhibition above about 13%, passing the limit was not always enough;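 note: 0% = enzyme with probe and DMSO and 100% = no enzyme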
Target sequence (P0A9M0 whole entry, looked up): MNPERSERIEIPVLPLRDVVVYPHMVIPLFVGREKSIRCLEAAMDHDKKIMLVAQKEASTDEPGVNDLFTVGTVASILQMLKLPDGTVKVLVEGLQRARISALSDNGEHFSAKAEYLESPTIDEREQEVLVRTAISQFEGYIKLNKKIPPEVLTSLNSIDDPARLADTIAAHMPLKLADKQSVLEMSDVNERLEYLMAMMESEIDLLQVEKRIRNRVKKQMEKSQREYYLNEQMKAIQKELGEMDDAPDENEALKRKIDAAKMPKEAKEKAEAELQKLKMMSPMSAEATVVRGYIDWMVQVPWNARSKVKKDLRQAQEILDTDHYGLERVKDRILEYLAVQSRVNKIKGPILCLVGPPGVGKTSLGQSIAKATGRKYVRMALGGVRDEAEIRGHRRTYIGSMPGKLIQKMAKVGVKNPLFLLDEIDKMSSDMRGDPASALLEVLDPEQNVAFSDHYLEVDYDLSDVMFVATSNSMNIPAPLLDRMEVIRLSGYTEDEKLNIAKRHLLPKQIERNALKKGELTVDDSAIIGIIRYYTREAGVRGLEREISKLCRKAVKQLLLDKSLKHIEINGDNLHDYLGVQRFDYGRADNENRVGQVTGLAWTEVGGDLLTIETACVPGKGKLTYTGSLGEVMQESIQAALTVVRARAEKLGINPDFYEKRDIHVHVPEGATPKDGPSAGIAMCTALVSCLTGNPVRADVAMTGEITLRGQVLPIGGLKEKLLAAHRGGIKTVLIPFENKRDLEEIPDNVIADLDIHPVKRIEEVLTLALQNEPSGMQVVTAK
STEP block = inhibitors of human striatal-enriched phosphatase STEP | P54829 | recombinant STEP, OMFP fluorogenic substrate, fluorescence | inhibition, % at 20 µM | 0.25% of 360,000 active | AID 588621;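 active = inhibition at 20 µM, scaled per plate between control wells, above about 37%, limit read from the data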;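 note: 0% = DMSO with enzyme and substrate and 100% = substrate only without enzyme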
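Material: STEP (striatal-enriched tyrosine phosphatase) enzyme, cell-free; Compound dosing: 20 µM single dose in 1% DMSO; Technique: fluorescence read at 480 nm ex / 540 nm em; Times: reaction 20 min, ambient temperature; Medium: 50 mM Bis-Tris pH 6.0 with 2.5 mM DTT and 0.005% Tween 20; Also added: OMFP at 25 µM.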
DNMT1 block = inhibitors of human DNMT1 | P26358 | DNMT1 molecular beacon, Hinp1I cleavage, fluorescence | inhibition (reported as % activation of signal), % at 10 µM | 0.83% of 360,000 active | AID 588458; in the data active = inhibition above about 50%
LMPTP block = blocks human LMPTP phosphatase. P24666. recombinant LMPTP-A, OMFP fluorogenic substrate, fluorescence intensity. inhibition, % at 20 µM. 0.22% of 360,000 active;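 active = compounds that cut the enzyme signal by at least half of the control window in the single-dose screen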;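 note: plate controls were DMSO wells with enzyme plus substrate for no effect and substrate without enzyme for full effect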
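Assay system: LMPTP-A phosphatase enzyme | Input: 0.625 nM enzyme | Also added: Fluorogenic phosphatase substrate OMFP at 400 µM final | Compound dosing: One test concentration per compound, 20 µM, with 3% DMSO overall | Schedule: 50 min enzyme reaction at room temperature, protected from light | Signal: Fluorescence intensity | Benchmarks: no-enzyme and uninhibited controls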
Scp-1 inhibitor = Scp-1 (human) phosphatase inhibition. Q9GZU7. Recombinant Scp1, phosphopeptide, malachite green phosphate absorbance. inhibition, % at 20 µM. 0.88% of 340,000 active. AID 493091;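 active = inhibition above about 50% at 20 µM, limit read from the data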;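 note: plate controls were DMSO wells with enzyme for no effect and wells lacking enzyme for full effect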
Target sequence (Q9GZU7 76-261 limits assumed): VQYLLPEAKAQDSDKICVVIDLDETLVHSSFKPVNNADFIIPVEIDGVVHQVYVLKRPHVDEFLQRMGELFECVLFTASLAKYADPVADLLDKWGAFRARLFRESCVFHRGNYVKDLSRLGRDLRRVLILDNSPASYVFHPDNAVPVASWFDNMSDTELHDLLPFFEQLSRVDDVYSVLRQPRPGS
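Test system: SCP-1 phosphatase catalytic domain, residues 76-261; measured by: colorimetric phosphate reagent with accelerator and stabiliser, absorbance at 630 nm; timing: enzyme reaction 45 min at room temperature, colour 5 min, stabilisation 30 min; also added: Phosphorylated 17-residue peptide substrate; compound dosing: one concentration, 20 µM, with 1.0% DMSO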
MsrA inhibitor = bovine MsrA inhibition; inhibition, % at 15.5 µM; 0.75% of 360,000 active; purified bovine MsrA, absorbance read-out; AID 651718; in the data active = inhibition above about 4.5%;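 note: 0% = vehicle wells with enzyme and 100% = reference inhibitor wells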
* hit, by the source's call; nt = not tested or not shown.

Every second line gives: TbMetRS inhib, SUMO1 PPI mod, NRP1-CendR mod, bovine MsrA act, eLon inh, STEP block, DNMT1 block, LMPTP block, Scp-1 inhibitor, MsrA inhibitor
> Cn1c(=O)c2c(nc(N3CCN(Cc4ccccc4)CC3)n2CCCc2ccccc2)n(C)c1=O
 : -0.2, 2, 6, 2, 9, 1, -3, 0.4, -2, 0.0
> CN(C)c1ccc(NC(=O)Nc2ccc3c(c2)c(=O)n(C)n3Cc2ccc(Cl)cc2)cc1
 : 0.5, 5, -36, -10, -23, 0, -42, 2.4, nt, -0.5
> Cc1ccc(S(=O)(=O)N2CCC[C@H]2C(=O)NC2=NCCS2)cc1
 : -0.3, 3, 24*, -3, 2, 0, 1, 0.1, -15, 0.3
> CCOC(=O)C1(Cc2ccc(OC)cc2)CCN(C(=O)CN2CCOC2=O)CC1
 : 0.2, 3, 0, -4, -8, 2, -2, -0.5, -13, 0.5
> CCC1CCCCN1C(=O)CSc1nnc(-c2cccc(Cl)c2)o1 (stereo not drawn)
 : -0.2, 3, 0, 1, 1, 2, 1, 0.6, -8, 1.6
> O=C1CSC(=S)N1Cc1ccccc1
 : 0.3, 4, -5, -1, -10, -1, 3, -0.7, nt, 0.0
> Cc1nc2ccccc2n1C(C)c1nc2ccccc2n1CC(=O)c1ccsc1 (stereo not drawn)
 : -0.3, -2, 11, nt, nt, nt, nt, 0.3, nt, -0.8
> O=C1Nc2ccccc2/C1=N\N=C\c1ccc(O)c(O)c1
 : 1.0, -16, 22, -5, 5, 8, -7, 12, 6, 3.0
> Cc1cc[n+](-c2nc3ccccc3nc2C(=C=[N-])C#N)cc1
 : -0.4, -17, -89, -4, -14, -2, -11, 1.1, -2, -0.1
> CCc1ccc(C(=O)N/N=C(\C)c2cccnc2)s1
 : -0.2, -3, -6, -2, -13, 1, -3, -0.6, -2, -0.1
> O=C(Nc1ccccc1)c1ccc(-c2ccccc2Cl)o1
 : -0.4, -4, 3, -12, -7, -1, 6, 0.6, -2, 0.9
> CN(C)CCCNCC(=O)c1c(-c2ccccc2)n(C)c2ccccc12
 : -1.2, -9, 4, -5, -26, 2, -5, -7.0, 7, 0.5
> COc1cc(SC)ccc1C(=O)OC(C)C(=O)Nc1ccc(NC(C)=O)cc1 (stereo not drawn)
 : -0.3, 1, 11, -3, -6, 1, -3, 0.9, -1, -0.7
> O=C1CCN(CCc2ccccc2)CCN1[C@H](CSc1ccccc1)Cc1ccccc1
 : 0.7, 2, 15, -5, 7, 1, -9, 1.5, 2, 0.4
> C/C(=N/Nc1nc(C)c(C)s1)c1cccc([N+](=O)[O-])c1
 : -0.9, -21, 2, -8, 5, 4, -10, 0.6, 1, 0.2
> Cc1nc2ccc(NC(=O)c3ccc(F)c(S(=O)(=O)N4CCOCC4)c3)cc2s1
 : -0.2, 12, -7, -2, -6, 0, 1, 1.2, -10, -0.8
> CN(C)CCNC(=O)CNC(=S)N(Cc1ccccc1)Cc1cccnc1
 : 0.4, 1, 2, -1, -2, -2, 3, -3.2, -1, -1.6
> CC1CCCCC1NC(=O)CCCCCn1c(=S)[nH]c2ccsc2c1=O (stereo not drawn)
 : -0.4, -3, 14, 4, -6, 3, 2, 3.6, -9, 0.5
> O=S(=O)(c1cccc(-c2n[nH]c(=S)o2)c1)N1CCOCC1
 : 0.3, -2, -15, 1, -2, -3, -1, -1.2, 3, -0.1
> O=C(N/N=C/c1ccccc1)c1ccc(N2CCCC2=O)cc1
 : -0.1, -10, -6, 0, -2, 1, -9, -0.2, -4, 0.6
> CCN(CC)CCCn1c(C)cc2c(c1=O)C(c1ccc(OC)c(OC)c1OC)C(C#N)=C(N)O2 (stereo not drawn)
 : -0.6, 1, -17, 1, -5, 1, 2, -0.7, -3, 0.2
> O=C(O)c1ccc(Nc2c3ccccc3nc3ccccc23)cc1
 : 0.2, -25, 5, -1, 1, 0, 24, -0.7, -9, -0.1
> CC1=C(C(=O)Nc2cc(C(=O)NCCCOC(C)C)ccc2C)SCCO1
 : -0.3, -3, 2, -2, 7, -4, 2, 0.2, -6, 0.2
> Cc1ccc(S(=O)(=O)CC(=O)c2ccc3c(c2)OCCO3)cc1
 : -0.1, -2, 4, -4, -6, 2, -2, 1.5, -4, 2.9
> CCOC(=O)CC(=O)CSc1ccc2nnc(-c3ccc(F)cc3)n2n1
 : -0.5, -7, 8, -2, -1, 0, 0, -1.0, -4, 1.4
> CSc1ccccc1NC(=O)CN1CCN(c2ccccn2)CC1
 : -0.4, 4, -8, -3, -12, -2, -2, 1.0, 0, -0.2
> COc1cccc(NC(=O)CSc2nnc(-c3ccc(C)cc3)o2)c1
 : 0.7, 2, -4, -2, 3, 2, 0, -0.2, -7, 0.2
> Cc1cccc(N2CCN(C(=O)Cn3cccc3C(=O)c3ccccc3)CC2)c1C
 : -0.9, -2, -8, 0, 0, 2, 0, 1.9, -1, -0.1
> CCOc1ccc(OCC(=O)OCC(=O)NCC2CCCO2)cc1 (stereo not drawn)
 : -0.4, 2, -1, -3, 7, 1, -2, -1.2, -4, 0.6
> O=C(NC1CCCC1)C1CC(=O)N(c2ccccc2)C1 (stereo not drawn)
 : -0.2, 3, 0, -1, 4, 2, 1, -1.4, -5, 0.3

(next part)
Every second line gives: TbMetRS inhib, SUMO1 PPI mod, NRP1-CendR mod, bovine MsrA act, eLon inh, STEP block, DNMT1 block, LMPTP block, Scp-1 inhibitor, MsrA inhibitor
> Cc1sc(NC(=O)C2CCCC2)c(C#N)c1C
 : -0.7, 0, -12, -6, -6, 12, -8, -0.4, -5, -0.5
> Cn1nnnc1SCC(=O)Nc1ccccc1C(=O)NCc1ccccc1
 : -0.8, 2, -4, -5, -1, -3, 3, -0.7, -4, 0.6
> CCN(CC)C(=O)[C@H]1CC(CC(=O)NCCC2=CCCCC2)C(=O)N2CCc3c([nH]c4ccccc34)[C@]12C (stereo partly drawn)
 : -2.1, -2, -11, -3, -4, 2, -1, 0.1, 4, -0.4
> CC(=O)NCCNc1nc2cc(-c3ccccc3C)sc2c(=O)n1C
 : 0.3, -4, 0, -1, -13, 8, 1, 1.1, nt, 0.9
> CCOc1ccc2cc(C#N)c(SCC(=O)N3CCOCC3)nc2c1
 : -0.6, -1, 1, -9, 3, -3, -2, 0.0, -8, 1.3
> CCCn1c(SCC(=O)NCc2ccco2)nc2c1c(=O)n(C)c(=O)n2C
 : -1.1, 0, -5, -6, -6, -4, 1, -0.9, -2, 0.7
> O=C(Nc1ccc2c(c1)OCO2)C1CC(=O)N(c2ccc(F)cc2)C1 (stereo not drawn)
 : 0.5, 2, -7, -1, 3, 2, -5, 0.1, -5, -1.4
> Cc1c(NC(=O)C(C)OC(=O)c2cccs2)c(=O)n(-c2ccccc2)n1C (stereo not drawn)
 : -0.5, 1, 5, -7, 1, -2, 3, -2.8, -1, 1.4
> CCOc1ccc(Br)cc1S(=O)(=O)Nc1ccc(C(=O)Nc2ccccc2OC)cc1
 : -0.1, -2, -10, -2, -4, 1, -10, 0.1, -6, 1.1
> O=C(C1CCCN(Cc2ccc(F)cc2)C1)N1CCCCC1 (stereo not drawn)
 : 0.4, 5, 8, 0, 2, -1, 3, -2.1, -7, 0.3
> c1nc(NC2CCCC2)c2[nH]cnc2n1
 : -0.4, -2, 8, -2, -6, 3, 0, -1.6, -12, 0.3
> COCCn1c(SCC(=O)N2CCCC2)nnc1-c1ccco1
 : 0.1, 2, 2, -2, 1, -2, -1, -1.6, -1, 0.8
> CCOC(=O)c1sc(NC(=O)CSc2nnnn2-c2ccccc2)c(C(=O)OCC)c1C
 : -1.4, 4, -6, -9, 3, 4, 2, 1.2, -1, nt
> CCC(=O)NC(c1ccccc1)c1c(OC(C)=O)ccc2ccccc12 (stereo not drawn)
 : -0.4, -1, -6, 1, -2, -4, 2, -0.9, -12, 1.4
> Cc1ccc(-n2nc3c(=O)n(C(C)C(=O)NCc4ccco4)nc(C)c3c2C)cc1 (stereo not drawn)
 : -0.4, 1, 3, -10, 5, 0, -5, 4.4, 4, -0.3
> COc1ccccc1N1CCN(S(=O)(=O)CCNC(=O)CC2CCCCC2)CC1
 : -0.3, 0, -3, -2, -6, -2, -1, 0.0, -3, 0.4
> CCOC(=O)c1cc2sccc2n1CC(=O)Nc1ccc(OC)c(OC)c1
 : -0.5, 0, -4, -1, 0, -2, 0, -0.3, -8, 0.9
> OCC1(Cc2cccc(F)c2)CCN(Cc2ccc3cccc(F)c3n2)CC1
 : 0.7, -1, 3, -2, -9, -1, -2, -1.8, 23, 0.1
> CN(CCNS(=O)(=O)c1ccc2c(c1)oc(=O)n2C)Cc1ccccc1
 : -0.1, 6, -5, 1, 1, 1, 1, -1.1, 2, 0.6
> Cc1ccc(NC(=O)C2CCN(S(C)(=O)=O)CC2)cc1C
 : -0.6, 3, -10, -2, 1, -3, -2, -1.3, 7, -0.1
> Cn1nnnc1NCc1cccc(Cl)c1Cl
 : 0.8, 1, -1, -1, -3, 1, 2, -2.7, -10, -0.1
> Cc1ccccc1OCCCn1c(=O)sc2ccccc21
 : -0.2, 1, 0, -4, -7, 4, 0, 4.6, -17, 0.8
> Cc1cc(O)cc(O)c1C(=O)Cc1ccccc1
 : -0.2, -1, 6, -8, -2, -2, 0, 0.0, -3, -0.5
> COc1ccc(Cn2cc([N+](=O)[O-])nc2C)cc1[N+](=O)[O-]
 : -0.2, -21, -6, -8, 5, -3, 0, -2.8, -5, 1.4
